SKN-1 inh: C. elegans SKN-1 inhibition | C. elegans VP596 Pgst-4::GFP/RFP ratio, acrylamide-induced, 24 h | hit rate 0.49% among 360,000 | inhibition, % at 21.8 µM;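 active = interference check ratio from 0.5 to 1.5 plus GFP to RFP signal ratio inhibition reaching or exceeding a fixed threshold, cut at about 30% in these data, passing the limit was not always enough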; also: some compounds called inactive have numbers as strong as hits
Rin1 Abl inh: human Rin1-Abl interaction inhibition | hit rate 0.4% among 360,000 | inhibition, % at 7.35 µM | P00519+Q13671 | TR-FRET Rin1/Abl binding, biochemical | AID 588664; in the data active = inhibition above about 5%, passing the limit was not always enough
Neddylation inh: blocks human cullin neddylation | hit rate 0.58% among 360,000 | calls only at 25 µM | TR-FRET cullin neddylation, biochemical; in the data active = inhibition above about 36%
Target sequence (P61081 whole entry, looked up): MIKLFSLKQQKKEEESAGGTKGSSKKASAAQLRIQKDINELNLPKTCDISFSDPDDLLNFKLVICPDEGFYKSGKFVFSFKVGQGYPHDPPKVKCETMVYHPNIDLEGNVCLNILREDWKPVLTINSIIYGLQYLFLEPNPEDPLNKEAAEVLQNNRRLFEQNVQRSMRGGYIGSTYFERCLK
Target sequence (Q13564 whole entry, looked up): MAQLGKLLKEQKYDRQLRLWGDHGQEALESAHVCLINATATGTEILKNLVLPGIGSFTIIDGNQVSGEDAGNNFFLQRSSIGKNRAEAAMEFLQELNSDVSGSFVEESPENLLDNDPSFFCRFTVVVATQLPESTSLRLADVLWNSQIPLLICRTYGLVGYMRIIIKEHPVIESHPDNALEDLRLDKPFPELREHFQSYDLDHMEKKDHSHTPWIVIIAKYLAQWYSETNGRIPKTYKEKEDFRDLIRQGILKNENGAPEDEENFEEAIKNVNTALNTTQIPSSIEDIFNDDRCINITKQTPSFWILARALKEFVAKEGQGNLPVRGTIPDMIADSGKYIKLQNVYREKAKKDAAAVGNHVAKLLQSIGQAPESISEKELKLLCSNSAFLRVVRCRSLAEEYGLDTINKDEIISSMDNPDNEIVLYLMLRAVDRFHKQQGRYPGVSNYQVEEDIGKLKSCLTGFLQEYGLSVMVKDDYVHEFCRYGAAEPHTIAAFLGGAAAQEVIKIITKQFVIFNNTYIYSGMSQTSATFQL
PABP1 MLLE inh: blocks PAM2 peptide binding to the PABP1 MLLE domain. hit rate 0.36% among 360,000. inhibition, % at 20 µM. AID 588489. GST-MLLE / FITC-PAM2 fluorescence polarization; in the data active = inhibition above about 35%, passing the limit was not always enough;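 also: plate controls were DMSO wells with GST-MLLE for no effect and wells lacking GST-MLLE protein for full effect; some results filed as inactive read as strong as hits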
CSN deneddyl inh: blocks human CSN-mediated cullin deneddylation; Purified CSN, SCF-Nedd8-OG deneddylation, fluorescence polarization; inhibition, % at 12.5 µM; hit rate 0.38% among 360,000; Q92905; AID 651999;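 active = pattern-corrected inhibition above about 35%, with an unprinted fluorescence ratio check between 0.5 and 1.5, limit read from the data, passing the limit was not always enough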;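 also: 0% = enzyme with substrate and 100% = substrate without enzyme; some results filed as inactive read as strong as hits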
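Assay system: purified human Csn5 enzyme expressed in HEK293T cells; Input: 0.24 nM Csn5 enzyme, final concentration; Reagent: 10 nM SCFSkp2-Nedd8OG; Compound dosing: 12.5 µM single point; Times: reaction 90 min, room temperature; Technique: fluorescence polarization readout.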
Rpn11 inh: inhibitors of human proteasome Rpn11. calls only at 20 µM. human 26S proteasome, Ub4-pepOG fluorescence polarization; 20S core pre-blocked with epoxomicin. AID 588493. hit rate 0.59% among 360,000;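 active = inhibition at 20 µM, scaled to each plate's controls, above about 33%, limit read from the data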
Target sequence (O00487 whole entry, looked up): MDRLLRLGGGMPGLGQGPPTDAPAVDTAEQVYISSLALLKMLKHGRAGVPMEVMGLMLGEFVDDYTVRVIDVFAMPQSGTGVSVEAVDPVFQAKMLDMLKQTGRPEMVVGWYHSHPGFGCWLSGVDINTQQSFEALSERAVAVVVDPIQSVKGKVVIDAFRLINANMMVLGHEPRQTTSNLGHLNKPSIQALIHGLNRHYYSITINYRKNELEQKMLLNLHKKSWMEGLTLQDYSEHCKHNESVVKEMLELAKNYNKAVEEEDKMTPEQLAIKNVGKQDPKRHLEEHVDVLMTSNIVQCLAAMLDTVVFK
MT1-MMP act inh: blocks activation of human MT1-MMP; P50281; HT1080 RFP-PRO-GFP cells, GFP/RFP ratio fluorescence, overnight; percent of plate control window, DMSO zero; GFP/RFP ratio change, % at 20 µM; hit rate 0.061% among 360,000; AID 651647;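 active = GFP/RFP ratio change of at least 30% with cell ATP level not reduced by more than half and red fluorescence within 50% of control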; also: strong numbers were not always called active
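Read-out: GFP/RFP fluorescence ratio; Test system: RFP-PRO-GFP reporter HT1080 cells; Compound dosing: single-point 20 µM compound, 1% DMSO; Times: overnight compound exposure at 37 °C.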
NadD inh: blocks S. aureus nicotinate mononucleotide adenylyltransferase; hit rate 0.78% among 360,000; inhibition, % at 20 µM; purified NadD enzyme, colorimetric absorbance read-out; AID 602399; in the data active = inhibition above about 26%; also: some compounds past the cut are filed as inactive
FAS-TE inh: inhibitors of human fatty acid synthase thioesterase domain; P49327; recombinant FAS-TE, OMFH fluorogenic substrate, fluorescence endpoint; inhibition, % at 15 µM; hit rate 0.67% among 360,000; AID 602261;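 active = compounds whose normalised, plate-corrected inhibition of enzyme fluorescence in the single-dose primary screen is 50% or more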;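 also: 0% = DMSO with enzyme and 100% = substrate without enzyme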
Numbers without * were called inactive; i = inactive; . = no result given; + = active, no number.

SMILES | Neddylation inh | PABP1 MLLE inh | SKN-1 inh | Rin1 Abl inh | NadD inh | Rpn11 inh | CSN deneddyl inh | FAS-TE inh | MT1-MMP act inh
CN(C)S(=O)(=O)NC(c1ccccc1)c1ccccc1 | i | 0.9 | 35.6* | 4.6 | -2.7 | i | 2.3 | -2.4 | -3.8
O=C(O)CC1SC(=Nc2cccc(O)c2)NC1=O (centres undefined) | i | -6.5 | 4.3 | 3.0 | 3.8 | i | 3.0 | -6.2 | 14.2
N#Cc1cccc(-n2nnnc2-c2ccccn2)c1 | i | -9.3 | -8.3 | -15.3 | -3.4 | i | 1.5 | -3.5 | 0.0
O=Cc1ccc2oc3nc4n(c(=O)c3c(=O)c2c1)CCCS4 | i | 14.9 | -6.1 | -0.9 | 10.3 | . | 44.8* | -9.0 | -0.7
Cc1c(Br)c([N+](=O)[O-])nn1C(C)C(=O)NCc1cccnc1 (centres undefined) | i | 11.2 | 4.5 | -0.4 | -2.2 | i | 0.9 | -4.9 | -0.3
O=C(COC(=O)CNC(=O)c1ccc([N+](=O)[O-])o1)Nc1ncc(Cl)cc1Cl | i | -4.5 | -8.9 | -0.7 | -3.8 | i | 2.6 | -6.8 | 1.5
Cc1c(NC(=O)C2C3C=CC(C3)C2C(=O)O)c(=O)n(-c2ccccc2)n1C (centres undefined) | i | -7.6 | 4.8 | -2.8 | -3.7 | i | -2.6 | -8.1 | 5.2
COCCn1nnnc1C(C(C)C)N(Cc1ccccc1)Cc1cc2cc(OC)ccc2[nH]c1=O (centres undefined) | . | 37.2 | -7.5 | -3.4 | 5.2 | i | 1.8 | -4.8 | 1.6
CC(NC(=O)CSC1=NCCS1)c1ccccc1 (centres undefined) | i | 45.7* | 14.1 | 1.1 | -5.7 | i | 2.8 | -9.2 | -0.9
Cc1[nH]c2ccccc2c1C(=O)C(C)OC(=O)c1ccc(NC(=O)CC#N)cc1 (centres undefined) | i | -9.6 | -3.3 | -3.3 | 5.4 | i | 1.3 | 3.4 | -5.1
COc1ccccc1NC(=O)c1ccc(NS(=O)(=O)c2ccc(F)c(F)c2F)cc1 | i | 4.0 | -4.4 | 0.6 | -4.6 | i | -10.8 | -8.0 | -5.1
CC(C)c1onc(C(=O)NCc2ccc(F)cc2)c1[N+](=O)[O-] | i | 4.1 | 4.1 | 1.1 | -2.0 | i | 2.2 | -0.2 | 5.1
O=C(O)c1ccc(S(=O)(=O)Nc2ccc3c(c2)OCCO3)cc1 | i | -6.1 | 6.5 | -1.1 | -2.9 | i | -2.7 | -5.6 | 0.0
CCOc1ccc(NS(=O)(=O)c2cc(C(=O)N3CCCC3)ccc2Cl)cc1 | i | 6.2 | -6.1 | 4.5 | -3.6 | i | -0.3 | -0.9 | 2.3
COc1ccc(-c2ccc(NS(=O)(=O)c3cc([N+](=O)[O-])ccc3C)cc2)nn1 | i | -11.7 | -5.4 | 7.6 | 0.8 | i | 1.7 | 15.4 | 0.9
Cc1cccc(-n2c(C)c(C)c3c(N)ncnc32)c1 | i | -5.4 | -14.6 | 1.8 | 0.6 | i | 1.6 | -11.7 | -3.0
NC(=O)CSc1nnc(-c2ccccc2F)n1C1CC1 | i | -6.5 | -0.4 | -0.1 | 5.5 | i | -7.1 | -3.4 | 0.6
COc1ccc(CCNC(=O)CC(=O)N/N=C/c2ccc(C(=O)O)cc2)cc1OC | i | -3.0 | 21.9 | -2.2 | -1.2 | i | -0.1 | -4.7 | 0.8
CCCCC(CCCC)=N/N=C/c1c(O)n(CC)c2cc(C3=NNC(=O)CC3)ccc12 | i | -77.1 | 19.8 | -0.2 | 5.8 | . | -2.5 | -0.9 | 1.7
COc1ccc(C)cc1S(=O)(=O)Nc1ccc(-n2c(C)nc3ccccc3c2=O)cc1 | i | 7.2 | -2.0 | 3.4 | 1.6 | i | 0.0 | 0.4 | .
O=C(C1CC(c2ccc(F)cc2)=NO1)N1CCN(Cc2ccccc2)CC1 (centres undefined) | i | -1.9 | -3.1 | -0.3 | -5.9 | i | -3.6 | -0.9 | 1.3
CC(C)[C@H](NS(=O)(=O)c1ccccc1)C(=O)Nc1nccs1 | i | -6.5 | 10.4 | 2.9 | -1.1 | i | 0.9 | -3.6 | -1.8
Cc1cccc(/C(N)=N/OC(=O)c2ccoc2C)c1 | i | -16.5 | 2.4 | -0.9 | 0.7 | i | -3.9 | -3.2 | -0.9
CCOc1ccc(N/C=C/C(=O)c2ccc(C)cc2)c([N+](=O)[O-])c1 | i | 7.3 | 19.1 | -1.7 | -2.1 | i | -0.3 | -0.3 | 7.9
Cc1cccc(NC(=O)C2c3ccccc3Oc3ccccc32)n1 | i | 5.5 | 3.6 | 1.0 | 2.9 | i | 3.7 | 19.2 | -21.0
CCOc1ccc(C2OC34CCCCC3C(C#N)(C#N)C2(C#N)C(=N)O4)cc1OC (centres undefined) | . | 86.1 | 30.7 | -0.2 | -0.2 | i | -25.4 | -7.0 | -45.5
Cc1c(NC(=O)CC(=O)Nc2c(C)n(C)n(-c3ccccc3)c2=O)c(=O)n(-c2ccccc2)n1C | i | -2.6 | 3.0 | 3.8 | 2.5 | i | 5.8 | -6.7 | 6.0
COc1ccc(-c2cccc(NS(=O)(=O)c3cc([N+](=O)[O-])ccc3C)c2)nn1 | i | 8.9 | 2.3 | 4.5 | 2.4 | i | 3.4 | 19.5 | 0.3
O=C(CCCNC(=O)/C(=C/c1ccc(Br)cc1)NC(=O)c1ccccc1)OCc1ccccc1 | i | -8.7 | -6.8 | 2.4 | 9.3 | i | -1.3 | -0.5 | 0.2
COc1ccc(C)cc1S(=O)(=O)N(C)CC(=O)Nc1ccc2c(c1)OCCO2 | i | -0.1 | 3.4 | 5.3 | -2.2 | i | 2.6 | -4.9 | 2.7
CCN(CC(=O)NCc1cccs1)C(=O)/C=C/c1cccc(OC)c1OC | + | 8.8 | 11.8 | -0.5 | 3.8 | i | -7.6 | -4.6 | 6.5
CCCC(=O)Nc1cccc(NC(=S)NC(=O)C(C)Oc2ccc(Cl)cc2Cl)c1 (centres undefined) | i | 11.1 | 12.3 | -0.8 | -1.6 | i | -8.1 | 20.4 | 6.4
Cc1ccc(CCNC(=O)C2CCCN2S(=O)(=O)c2ccc3c(c2)CCC(=O)N3)cc1 (centres undefined) | i | 0.3 | 2.8 | 3.0 | 2.4 | i | -1.8 | -1.5 | 2.3
Cc1ccc(-c2[nH]ncc2/C=N/n2c(COc3ccccc3)nc3ccccc3c2=O)cc1 | i | -7.9 | 7.7 | 0.0 | 8.9 | i | -13.5 | -9.9 | -2.6
Cc1cc(Br)ccc1NC(=O)CNC(=O)Cc1ccc(S(=O)(=O)N2CCOCC2)s1 | i | -19.4 | -4.9 | 0.6 | -6.3 | i | 1.2 | -3.9 | -0.3
Cc1cccc(OCCCC(=O)NC2CCCCC2)c1 | i | 9.5 | 3.9 | 0.3 | -3.7 | i | -1.0 | -2.6 | -2.0
COc1cc(C2C3=C(COC3=O)OC(C)(C)Oc3cc4c(cc32)OCO4)cc(OC)c1OC (centres undefined) | i | 5.6 | 12.9 | -0.2 | 0.0 | i | -1.1 | -2.3 | 23.6
Cc1ccc(CNCc2cc3c(C(C)(C)C)nn(-c4ccccc4)c3[nH]c2=O)cc1 | i | 7.9 | 10.8 | 1.4 | 15.0 | i | -0.5 | -7.2 | -0.1
COc1ccc(CNC(=O)C2CC=CCC2C(=O)O)cc1OC (centres undefined) | i | 8.0 | -13.1 | 1.1 | 3.4 | i | -6.7 | -11.6 | 0.7
COc1ccc(NC(=O)CSc2nc(N)c(NC(=O)c3ccccc3F)c(=O)[nH]2)cc1 | i | 15.5 | 5.8 | 1.7 | -4.5 | i | 3.2 | -4.2 | 1.6

Retrieved by structure from the list above, 3 records:
SMILES | Neddylation inh | PABP1 MLLE inh | SKN-1 inh | Rin1 Abl inh | NadD inh | Rpn11 inh | CSN deneddyl inh | FAS-TE inh | MT1-MMP act inh
Cc1cc(Br)ccc1NC(=O)CNC(=O)Cc1ccc(S(=O)(=O)N2CCOCC2)s1 | i | -19.4 | -4.9 | 0.6 | -6.3 | i | 1.2 | -3.9 | -0.3
COc1ccc(CNC(=O)C2CC=CCC2C(=O)O)cc1OC (centres undefined) | i | 8.0 | -13.1 | 1.1 | 3.4 | i | -6.7 | -11.6 | 0.7
CCN(CC(=O)NCc1cccs1)C(=O)/C=C/c1cccc(OC)c1OC | + | 8.8 | 11.8 | -0.5 | 3.8 | i | -7.6 | -4.6 | 6.5

Next structures follow:
SMILES | Neddylation inh | PABP1 MLLE inh | SKN-1 inh | Rin1 Abl inh | NadD inh | Rpn11 inh | CSN deneddyl inh | FAS-TE inh | MT1-MMP act inh
O=C(Nc1ccccc1N1CCOCC1)c1cc(F)cc(F)c1 | i | 10.8 | 8.0 | -1.8 | -8.7 | i | -0.8 | 4.2 | -0.1
O=C(Nc1ccc(-c2csc(-c3ccccc3)n2)cc1)c1ccccc1 | i | -8.0 | -27.0 | -0.1 | -4.0 | i | -4.7 | 13.3 | 3.6
CCOC(=O)N1CCC(NC(=O)c2ccc3c(c2)N(Cc2ccccc2)CCS3)CC1 | i | -4.8 | -0.5 | -3.3 | -0.5 | i | 1.1 | 13.4 | -1.6
Cn1cnc([N+](=O)[O-])c1S(=O)(=O)Oc1ccc(Cl)cc1 | i | 40.7* | 8.7 | 4.0 | -8.1 | i | -1.0 | 52.3* | -1.9
C=CC[C@H]1CC(C)=C[C@H](CC=C)N1C(=O)c1cc(COc2ccccc2SC)on1 | i | -14.0 | 5.6 | 0.3 | 11.2 | i | 11.5 | 21.0 | -8.1
Cc1ccccc1N1CCN(Cc2c[nH]c3ccccc23)CC1 | i | 13.3 | 4.1 | 1.3 | -4.0 | i | 0.8 | -5.3 | -5.6
S=C(NCCN1CCOCC1)Nc1ccc(Cl)cc1 | i | -7.8 | -9.7 | -4.0 | -0.9 | i | -14.0 | -11.5 | -1.6
COC(=O)C1C2C=CC3(CN(CC4CCCO4)C(=O)C13)O2 (centres undefined) | i | 0.9 | 11.2 | -6.3 | 2.5 | i | 5.6 | -2.3 | 9.3
CSc1nc2ccccc2n1CC(=O)Nc1c(C)cccc1C | i | -3.6 | 0.6 | 5.6 | -5.7 | i | 1.4 | -2.1 | 2.2
CCOC(=O)c1ccc2c(c1)C1C=CCC1C(C(=O)OCC)N2 (centres undefined) | i | 20.1 | -8.6 | -0.2 | 12.6 | i | 0.6 | 2.6 | -1.1
Cc1cc(C)nc(Sc2c(F)c(F)c(C(F)(F)F)c(F)c2F)n1 | i | -5.0 | -5.3 | 0.8 | -1.8 | i | 1.9 | 7.6 | 1.0
COc1cc(C(=S)N2CCOCC2)ccc1OC(=O)c1ccccc1 | i | 19.1 | 4.7 | -2.2 | -3.3 | i | -1.4 | 1.7 | -0.3
C[C@H](CO)N1C[C@H](C)[C@@H](CN(C)C(=O)Nc2ccc(C(F)(F)F)cc2)Oc2c(NC(=O)CCC(F)(F)F)cccc2C1=O | i | -5.5 | 7.0 | 0.8 | -3.0 | i | 1.3 | 25.6 | 9.0
O=C(O)c1cccnc1-c1ncccc1C(=O)O | i | -3.6 | -3.9 | 3.4 | 1.5 | i | 3.2 | -3.1 | -0.7
COc1ccc(NC(=O)Nc2ccccc2C(N)=O)cc1OC | i | -11.3 | -10.1 | -3.5 | -10.0 | i | -7.7 | -3.9 | 6.5

Rows were taken by chance; about 3.9% have a hit in one of these screens.
